Bioassay records deposited in PubChem BioAssay by National Center for Advancing Translational Sciences (NCATS).
TRHR agonist = qHTS for Small Molecule Agonists and Allosteric Enhancers of Human TRH Receptor: Primary Screen for Agonists. Thyrotropin-releasing hormone receptor (Homo sapiens), P34981. TRHR cells, calcium flux fluo-8, FDSS agonist mode. activation, % at 2 µM. actives 0.18% (n = 360,000). AID 493084, 2011; also: 0% is about no effect
Target sequence (P34981 whole entry, looked up): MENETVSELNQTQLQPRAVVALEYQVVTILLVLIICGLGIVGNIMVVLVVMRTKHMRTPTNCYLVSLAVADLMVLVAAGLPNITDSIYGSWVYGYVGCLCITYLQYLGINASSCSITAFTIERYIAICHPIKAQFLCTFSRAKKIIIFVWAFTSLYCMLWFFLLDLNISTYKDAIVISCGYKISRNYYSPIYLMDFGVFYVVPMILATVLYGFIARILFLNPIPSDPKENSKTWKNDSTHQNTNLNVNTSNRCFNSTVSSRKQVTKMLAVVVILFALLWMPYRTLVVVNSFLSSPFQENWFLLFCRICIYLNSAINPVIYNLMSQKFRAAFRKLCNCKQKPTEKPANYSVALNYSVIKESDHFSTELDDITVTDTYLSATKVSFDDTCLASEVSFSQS
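Read-out: compound-evoked intracellular calcium rise in TRHR cells, fluo-8 dye, kinetic FDSS fluorescence at 1 s/cycle following a 10-cycle baseline. Cells cultured overnight before dye loading (30 min–1.5 h, RT).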
D1 antag = Antagonist of Human D 1 Dopamine Receptor: qHTS; D(1A) dopamine receptor (Homo sapiens), P21728; actives 3.2% (n = 360,000); AID 504652, 2011; activity change, negative = inhibition, % at 10 µM; HEK293 TREx D1 cells, calcium flux, dopamine EC80; hits give low values; in the data active = activity change below about -30%; also: % is scaled to controls: 0 for no effect and ±100 for the full control effect
Target sequence (P21728 whole entry, looked up): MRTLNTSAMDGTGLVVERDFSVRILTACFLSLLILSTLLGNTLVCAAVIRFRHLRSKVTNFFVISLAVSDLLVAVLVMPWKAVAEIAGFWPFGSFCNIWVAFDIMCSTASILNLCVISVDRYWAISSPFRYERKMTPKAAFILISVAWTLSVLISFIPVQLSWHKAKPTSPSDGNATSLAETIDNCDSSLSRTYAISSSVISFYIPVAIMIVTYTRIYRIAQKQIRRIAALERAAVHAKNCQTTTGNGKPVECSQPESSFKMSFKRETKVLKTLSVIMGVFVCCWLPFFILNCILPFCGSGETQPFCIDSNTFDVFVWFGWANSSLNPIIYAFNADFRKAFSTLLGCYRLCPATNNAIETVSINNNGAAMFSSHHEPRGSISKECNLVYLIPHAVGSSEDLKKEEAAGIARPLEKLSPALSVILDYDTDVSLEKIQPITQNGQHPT
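Calcium flux readout: force-coupled, inducible Hek293 Trex D1 line, cells induced overnight at 30 C with tetracycline, dye-loaded 30–90 min at RT. Antagonism scored against EC80 dopamine challenge given 180 s after compound.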
D2 agonist = HTS Assay for Allosteric Agonists of the Human D2 Dopamine Receptor: Primary Screen for Agonists | HEK293 T-REx D2 cells, calcium flux agonist mode | activation, % at 2 µM | actives 0.53% (n = 340,000) | AID 485358, 2010;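 active = activation over 3 SD above normal in the single-dose calcium agonist read, cut at about 30% in these data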; also: 0% is about no effect
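Agonism is scored from calcium flux in a force-coupled, inducible HEK293 cell line expressing D2, read kinetically for 180 s after compound addition against dopamine controls.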
D2 PAM = HTS Assay for Positive Allosteric Modulators of the Human D2 Dopamine Receptor: Primary Screen for Potentiators; D(2) dopamine receptor (Homo sapiens), P14416; HEK293 T-REx D2, calcium flux, EC20 dopamine potentiation; potentiation, % at 10 µM; actives 0.34% (n = 340,000); AID 485347, 2010;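 active = potentiation over 3 SD above the plate norm, cut at about 30% in these data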; also: 0% is about no effect
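Tetracycline-induced Hek293 Trex D2 cells, force-coupled to calcium, loaded with no-wash calcium dye. Compound added with 180 s kinetic read for agonism, then EC20 dopamine and a further 180 s read for potentiation.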
RXFP1 antagonist = qHTS Assay for Antagonists of the Relaxin Receptor RXFP1; activity change, negative = inhibition, % at 57.5 µM; actives 0.59% (n = 350,000); HEK293-RXFP1, relaxin-stimulated cAMP HTRF, 30 min; hits give low values; Relaxin receptor 1 (Homo sapiens), Q9HBX9; AID 1259400, 2018;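 active = activity change of -60% or lower, but not beyond a set lower limit; inconclusive = change between -60% and -40%, or beyond the set limit; inactive = change above -40%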; also: % is scaled to controls: 0 for no effect and ±100 for the full control effect
D1 potentiator = Potentiators of Human D1 Dopamine Receptor: qHTS. potentiation, % at 10 µM. actives 0.036% (n = 360,000). HEK293 TREx D1 cells, calcium flux, dopamine EC20 potentiation. D(1A) dopamine receptor (Homo sapiens), P21728; in the data active = potentiation above about 30%; also: 0% is about no effect
D2 antagonist = HTS Assay for Allosteric Antagonists of the Human D2 Dopamine Receptor: Primary Screen for Antagonists; D(2) dopamine receptor (Homo sapiens), P14416; HEK293 TREx D2 cells, calcium flux, dopamine EC80; inhibition, % at 10 µM; actives 2% (n = 340,000); in the data active = inhibition above about 30%; also: 0% is about no effect
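Antagonism is scored as inhibition of an EC80 dopamine-evoked calcium signal in a force-coupled, tetracycline-inducible HEK293 T-REx D2 line, with compound present 180 s before agonist.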
D1 ag = Allosteric Agonists of the Human D1 Dopamine Receptor: qHTS; D(1A) dopamine receptor (Homo sapiens), P21728; HEK293 T-REx D1 cells, calcium flux, agonist mode; activation, % at 2 µM; actives 1% (n = 360,000); AID 504660, 2011; also: 0% is about no effect
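Inducible HEK293 T-REx D1 cells, force-coupled to calcium signalling, were plated at 4000 cells/well with tetracycline and held overnight at 30 C. After no-wash calcium dye loading, compound-evoked calcium rise over 180 s flagged agonists.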
TRHR PAM = qHTS for Small Molecule Agonists and Allosteric Enhancers of Human TRH Receptor: Primary Screen for Enhancers; TRHR cells, fluo-8 calcium fluorescence, EC20 TRH enhancement; enhancement, % at 2 µM; actives 0.66% (n = 360,000); AID 493056, 2011; in the data active = enhancement above about 30%; also: 0% is about no effect
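TRHR-expressing cells loaded with fluo-8 calcium dye were read kinetically (ex 480/em 530) during compound addition, then stimulated with an EC20 of TRH (10 nM final). Enhancement of the Gq-mediated intracellular calcium response was scored.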
* = called active by the depositor; ? = inconclusive; . = not tested or not shown; & = joins results of further samples. Rule as the data show it, unless noted: active = activation above about 30%; inactive = the rest.

Compound	D2 agonist	TRHR agonist	D1 potentiator	D1 ag	TRHR PAM	D2 PAM	D2 antagonist	RXFP1 antagonist	D1 antag
C=CCn1c(SCc2c(C)noc2C)nc2sc3c(c2c1=O)CCCCC3	0.7	0.5	7.5	2.6	-0.4	-2.2	10.3	-4.7	29.6
COc1ccccc1CNC(=O)c1cc(S(=O)(=O)N2CCCC2)cn1C	-0.3	-0.1	-6.0	0.2	2.5	-0.5	36.6*	-4.6	0.3
O=C(c1cccc([N+](=O)[O-])c1)n1nc(-c2ccccc2)nc1NCc1ccccc1	0.3	0.3	1.4	1.6	2.7	-5.0	-2.2	-10.6	-14.5
CCC(Sc1ccccn1)C(=O)Nc1nnc(C)s1 (stereo not drawn)	0.2	0.0	0.3	1.2	-2.3	25.9	12.8	0.5	-12.3
Cc1nc2ccccc2nc1Nc1cccc(Cl)c1	0.8	-0.1	-7.3	1.8	2.2	11.5	-6.7	4.7	-28.5
Cc1ccc(/C=C2/NC(=O)N(c3ccccc3)C2=O)o1	.	0.2	0.9	4.3	-5.6	.	.	-2.4	-4.9
CC1CCCN(S(=O)(=O)c2ccc(S(=O)(=O)N3CCCN(Cc4ccccc4)C3)cc2)C1 (stereo not drawn)	0.4	0.4	-5.9	1.9	14.9	-1.3	-9.8	1.6	4.8
CN(C)CCn1c(=S)[nH]c2ccc(Cl)cc2c1=O	0.4	0.3	2.0	1.8	4.1	10.2	0.3	-12.6	-23.7
COc1ccc(C(=O)NCCCc2nc3ccccc3n2Cc2cc(C)ccc2C)cc1OC	2.0	0.0	-6.0	0.8	3.4	-1.4	-8.6	-4.8	-0.7
Cc1cc(NC(=O)CCN2CCN(Cc3ccccc3)CC2)ccc1Br	.	0.4	-3.9	9.2	0.6	.	.	-15.5	-4.5
O=C(NCc1ccccn1)c1ccc(CNS(=O)(=O)c2cccc(C(F)(F)F)c2)cc1	0.0	0.1	-5.8	-1.2	1.7	1.8	6.1	-4.7	-6.1
O=C(CN1C(=O)CCS(=O)(=O)c2ccccc21)Nc1cccc(F)c1	-0.7	0.4	-5.5	1.1	-8.0	-10.9	-12.5	-0.1	-13.5
Cc1c(C(=O)OCC(=O)N2CCCC(C)C2)oc2ccccc12 (stereo not drawn)	1.7	-0.5	5.5	3.4	9.9	7.2	-8.4	10.1	-21.7
CC1CCN(CCCNC(=O)CN2C(=O)CSc3ccc(S(=O)(=O)N4CCCCC4)cc32)CC1	5.8&-0.4	0.3&-0.5	2.6&-0.7	2.8&-3.8	19.6&6.1	24.4&-9.0	-5.3	1.4&0.5	1.8&-11.2
CCS(=O)(=O)c1ccccc1C(=O)Nc1ccc(-c2nc3ccccc3s2)cc1	0.4	0.6	-2.9	1.6	-3.3	-7.9	.	-12.7	-13.5
Cc1cc(N2CCCCC2)n2nc(C)c(-c3ccccc3)c2n1	0.8	-0.8	1.8	3.4	0.0	0.7	-4.8	?	9.8
COc1ccc(NC(=O)C(NC(=O)C2CCC(C)CC2)C(C)C)cc1 (stereo not drawn)	-0.4	0.0	0.0	-0.1	-1.1	2.5	.	-4.8	11.4
COc1ccccc1C(=O)NC(=S)NC12CC3CC(CC(C3)C1)C2	0.5	0.3	1.1	1.8	10.5	13.2	4.7	-15.2	-1.4
CN(C)c1ccc(CNC(=O)C2CCCN(S(=O)(=O)c3ccc4c(ccn4C)c3)C2)cc1 (stereo not drawn)	-1.0	-0.1	0.7	3.0	-7.5	5.3	.	-6.9	-11.1
Cc1nnc(NC(=O)CCC(=O)N2CCC(C)CC2)s1	0.6	0.7	-1.0	-0.4	-5.4	3.4	-4.9	-7.6	1.1
O=C(CSc1nc2ccccc2c2nc(-c3ccccc3)nn12)Nc1ccc(Br)cc1	0.8	0.2	-1.7	1.8	2.3	8.9	.	-4.8	17.0
CC(C)(C)C(=O)c1sc(Nc2ccccc2)nc1N	1.1	0.4	3.0	5.5	5.5	4.3	1.4	-28.6	15.8
Cn1cccc1/C=N/NC(=O)c1cc2ccccc2cc1O	1.1	1.4	-4.7	2.8	-6.4	-9.2	-12.1	-24.1	-0.2
Nc1c(-c2ccc(Cl)cc2)cnc2ncnn12	0.8	1.5	3.5	-0.1	6.8	-1.6	-2.2	0.4	-2.3
Cc1ccccc1OCCCC(=O)Nc1ccc2c(c1)OCO2	-0.6	-0.7	-0.1	1.5	0.5	-17.1	10.1	1.1	-12.6
CC(=O)NC(CC(=O)OC(C)C(=O)Nc1ccc(Cl)cn1)c1ccccc1 (stereo not drawn)	-0.6	-0.3	-1.0	1.5	5.6	-12.4	-2.3	-6.3	6.7
COc1ccc(CCNC(=S)Nc2cc(C)ccc2C)cc1	0.1	-1.0	-2.4	11.3	10.4	12.1	15.5	7.6	0.3
O=C1OCCC1Sc1nc2ccccc2c(=O)n1Cc1ccccc1 (stereo not drawn)	-0.1	-0.3	-5.2	5.1	-0.4	0.0	-9.8	-0.9	7.8
CCN1CCN(CCCCSc2ccccc2)CC1	0.0	0.6	0.6	2.9	18.7	-20.8	5.2	.	-0.7
CC(C)CC1NC(=O)N(CC(=O)N2CCCc3ccccc32)C1=O (stereo not drawn)	0.4	0.5	-1.9	3.7	-3.7	3.3	-2.7	?	-5.6
COc1ccc(NC(=O)c2ccc3nccnc3c2)cc1	-0.9	-0.3	-5.8	3.2	6.4	-1.7	12.3	-6.4	-16.9
Cc1sc(-n2cccc2)c(C(=O)O)c1C	1.3	0.2	-3.1	-0.1	-0.6	1.9	1.2	-6.7	3.6

Another view of four compounds above.
Every second line gives: D2 agonist	TRHR agonist	D1 potentiator	D1 ag	TRHR PAM	D2 PAM	D2 antagonist	RXFP1 antagonist	D1 antag
Cc1ccccc1OCCCC(=O)Nc1ccc2c(c1)OCO2
→ -0.6	-0.7	-0.1	1.5	0.5	-17.1	10.1	1.1	-12.6
CC(=O)NC(CC(=O)OC(C)C(=O)Nc1ccc(Cl)cn1)c1ccccc1 (stereo not drawn)
→ -0.6	-0.3	-1.0	1.5	5.6	-12.4	-2.3	-6.3	6.7
COc1ccc(CCNC(=S)Nc2cc(C)ccc2C)cc1
→ 0.1	-1.0	-2.4	11.3	10.4	12.1	15.5	7.6	0.3
O=C1OCCC1Sc1nc2ccccc2c(=O)n1Cc1ccccc1 (stereo not drawn)
→ -0.1	-0.3	-5.2	5.1	-0.4	0.0	-9.8	-0.9	7.8

More compounds:
Compound	D2 agonist	TRHR agonist	D1 potentiator	D1 ag	TRHR PAM	D2 PAM	D2 antagonist	RXFP1 antagonist	D1 antag
CC1CCC2(CC1)NC(=S)N(c1ccccc1)N2 (stereo not drawn)	0.4	0.3	-9.7	2.7	-2.2	0.4	-10.0	-2.9	-12.2
CCN(CC)C(=O)CSc1nnc([C@@H](N)Cc2ccccc2)o1	0.3	0.7	-6.2	0.5	-8.7	2.3	11.0	1.7	18.7
O=C(NCCCN1CCOCC1)c1cc(-c2ccc(F)cc2)no1	-0.5	0.8	-4.5	3.0	4.7	-1.6	-5.8	-7.3	2.6
CCOc1ccc(NC(=S)C(C#N)=C2N(C)c3ccccc3N2C)cc1	0.2	0.1	-0.4	-0.4	-0.3	.	-3.2	1.2	-10.0
Nc1nnc(-c2ccc(Cl)cc2)s1	0.8	-0.3	-9.3	-2.0	9.0	16.4	-2.5	-13.2	-1.4
CCC(C)C(=O)N1c2ccccc2C(=C2SC(C(=O)OC)=C(C(=O)OC)S2)C(=S)C1(C)C (stereo not drawn)	0.5	0.1	0.7	4.0	-4.2	-7.3	28.5	9.4	-25.6
COc1ccc(C(c2sc3nc(C)nn3c2O)N2CCc3ccccc3C2)cc1 (stereo not drawn)	0.0	-0.1	-5.2	3.4	-0.8	0.6	-9.3	-2.7	-1.7
CN1C(C(=O)NCc2cccs2)=CC(c2ccc(F)cc2)=NS1(=O)=O	-0.7	-0.5	-2.5	1.4	-5.7	9.7	-2.9	-4.8	-24.4
COc1ccc(CN2CCNC(=O)C2CC(=O)NC2CCCC2)cc1OC (stereo not drawn)	0.9	1.3	-4.5	3.5	0.2	-1.1	13.1	4.1	0.1
CCOC(=O)N1CCC(N(C(=O)Nc2cccc(OC)c2)C(C)CC)CC1 (stereo not drawn)	3.5	0.4	7.9	0.1	2.9	5.9	18.5	-6.0	42.1
CCCNC(=O)c1cc(S(=O)(=O)N2CCCCC2)c[nH]1	0.2	0.7	-4.0	0.4	21.4	-0.6	23.3	.	5.9
Cc1cc(C)c(NC(N)=S)c(C)c1	0.2	0.5	-4.7	2.7	-4.5	-1.0	5.6	0.1	-9.5
CCn1c2c(c(=N)c3c1CCC3)CCCC2	0.2	-0.8	-0.8	0.2	-2.1	16.7	10.8	4.8	-3.2
O=C1c2ccccc2C(=O)N1c1cccnc1	0.1	-0.5	-5.5	0.3	10.9	18.7	-10.9	4.7	-12.4
Cc1ccc(S(=O)(=O)NC(=NC(C)C(=O)O)c2ccccc2)cc1 (stereo not drawn)	1.0	0.4	-3.1	2.9	0.6	0.9	4.8	-6.3	-2.0
CCCCC(=O)Nc1sc2c(c1C(=O)OCC)CCC(C=O)=C2Cl	0.6	0.2	-2.0	1.4	-4.9	13.5	-0.4	.	5.4
CCOC(=O)C1=C(C)N[C@@]2(O)c3ccccc3C(=O)[C@@]12O	0.4	-0.4	-1.1	4.4	1.6	2.7	-17.8	6.4	32.5
Cc1c(N=Cc2cccs2)c(=O)n(-c2ccccc2)n1C	1.4	-0.4	-7.2	-0.4	-1.5	-4.2	0.2	-1.9	5.2
COC(=O)c1nc(N)sc1-c1ccc(Cl)c(Cl)c1	3.0	1.4	-4.0	1.0	7.3	12.4	18.7	-2.0	3.3
O=c1[nH]cnc2scc(-c3ccsc3)c12	-0.9	-0.9	-3.9	1.4	-4.4	-4.8	5.2	-1.8	-8.4
O=C(Nc1cccnc1)C1(F)C(F)(F)C(F)(F)C(F)(F)C(F)(F)C1(F)F	0.9	1.1	5.2	0.6	5.9	0.0	-3.8	-4.2	1.7
c1ccc(N2CCN(Cc3cn4cccnc4n3)CC2)cc1	53.0*	-0.2	-5.7	-0.1	-1.9	-24.0	48.5*	8.6	10.3
CCOc1ccc(NC(=O)CSc2oc(-c3ccco3)nc2S(=O)(=O)c2ccc(C)cc2)cc1	0.8	0.5	0.1	1.0	0.9	0.8	.	-2.2	4.9
